Compound activity as filed in PubChem BioAssay.
POLB inh: DNA polymerase beta (human) inhibition. hit rate 1.3% among 340,000. Pol beta primer extension/strand displacement, fluorescence kinetic. Potency, µM (titrated, usually from 114 µM), for inactives: at the top dose activity change, negative = inhibition, usual class: inhibitors. P06746; note: % is set by controls: 0 for no effect and ±100 for the full control effect
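Reaction started by 50 nM substrate onto compound-treated Pol beta (10 nM, 15 min preincubation, room temperature); plates read at 0 min and 10 min. Normalized concentration-effect data fitted by four-parameter Hill equation.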
BAZ2B inh: inhibitors of human BAZ2B bromodomain | AlphaScreen BAZ2B-H3K14Ac peptide displacement | Potency, µM (doses to about 114 µM), inactives show at the top dose activity change, negative = inhibition, actives largely listed as inhibitors | hit rate 4.4% among 360,000; note: % is set by controls: 0 for no effect and ±100 for the full control effect; nearly all actives have a fitted effect of over 60% in size
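Multi-concentration screen (max 110 uM) measuring displacement of acetylated histone H3 peptide from BAZ2B by AlphaScreen, using 50 nM protein, 50 nM peptide and 10 ug/mL streptavidin donor plus Ni-chelate acceptor beads.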
APE1 inh: APE1 (human) endonuclease inhibition; P27695; Potency, µM (titrated, usually from 65.8 µM), inactives show at the top dose activity change, negative = inhibition, actives largely listed as inhibitors; hit rate 0.35% among 350,000; recombinant APE1, TAMRA/BHQ-2 abasic DNA cleavage fluorescence;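 note: plate controls were vehicle for no effect and reference inhibitor for full effect; nearly all actives have a fitted effect of over 55% in size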
Target sequence (P27695 whole entry, looked up): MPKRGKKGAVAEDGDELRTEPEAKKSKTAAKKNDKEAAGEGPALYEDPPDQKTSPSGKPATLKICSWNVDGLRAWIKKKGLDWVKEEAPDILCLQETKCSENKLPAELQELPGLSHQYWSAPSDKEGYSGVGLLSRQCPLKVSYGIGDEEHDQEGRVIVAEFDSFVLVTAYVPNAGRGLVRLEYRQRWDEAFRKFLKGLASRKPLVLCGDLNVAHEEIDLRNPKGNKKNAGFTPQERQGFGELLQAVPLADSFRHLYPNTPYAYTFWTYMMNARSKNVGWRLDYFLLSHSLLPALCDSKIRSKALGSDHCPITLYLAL
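Incision of a quenched TAMRA/BHQ-2 THF abasic-site duplex (50 nM) by 0.75 nM APE1, after 15 min compound preincubation, measured as fluorescence increase over three 60 s reads. Values normalized to buffer, DMSO and NSC13755 control wells.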
POLH inh: inhibitors of human DNA polymerase eta; recombinant Pol eta, fluorescent DNA replication assay; hit rate 1.2% among 390,000; Q9Y253; Potency, µM (highest dose often 114 µM), inactives show at the top dose activity change, negative = inhibition, most hits filed as inhibitors; note: % is set by controls: 0 for no effect and ±100 for the full control effect
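Pol eta (10 nM) was preincubated with compounds for 15 min at room temperature, after which fluorescent replication substrate (50 nM final) was added to start the reaction. Fluorescence was read kinetically at 0 and 10 min.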
Pol iota inh: DNA polymerase iota (human) inhibition; hit rate 1% among 390,000; Potency, µM (top dose mostly 115 µM), for inactives: at the top dose activity, negative = inhibition, usual class: inhibitors; Pol iota fluorescent replication assay, 10 min; Q9UNA4
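Fluorescent replication assay read twice, at 0 min and 10 min after adding 50 nM (final) substrate. Enzyme (10 nM) and compounds were first incubated 15 min at room temperature; enzyme-free buffer wells were negative controls.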
POLK inh: inhibitors of human DNA polymerase kappa. Q9UBT6. purified Pol kappa, fluorescent DNA synthesis assay, 10 min. Potency, µM (series often up to 107 µM), for the others: top-dose activity, negative = inhibition, most hits filed as inhibitors. hit rate 0.53% among 400,000; note: % is set by controls: 0 for no effect and ±100 for the full control effect
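50 nM final substrate added after 15 min RT preincubation of 10 nM Pol kappa with compound; fluorescence read at 0 and 10 min.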
G9a inh: inhibitors of human histone lysine methyltransferase G9a | Q96KQ7 | G9a H3K9 monomethylation, AlphaScreen, 2 h | Potency, µM (titrated, usually from 102 µM), for the others: at the highest dose activity, negative = inhibition, actives largely listed as inhibitors | hit rate 8.8% among 350,000; note: % is set by controls: 0 for no effect and ±100 for the full control effect; nearly all actives have a fitted effect of over 75% in size
Target sequence (Q96KQ7 913-1193 limits assumed): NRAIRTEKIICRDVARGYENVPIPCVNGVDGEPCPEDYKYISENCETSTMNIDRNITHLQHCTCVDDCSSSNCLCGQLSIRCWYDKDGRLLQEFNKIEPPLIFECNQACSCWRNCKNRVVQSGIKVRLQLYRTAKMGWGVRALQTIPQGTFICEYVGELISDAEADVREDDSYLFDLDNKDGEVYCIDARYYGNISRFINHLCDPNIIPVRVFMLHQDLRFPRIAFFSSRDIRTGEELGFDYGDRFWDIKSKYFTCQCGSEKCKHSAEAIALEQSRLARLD
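Quantitative HTS format: methyltransferase activity on a biotin-tagged H3K9 peptide is measured by AlphaScreen, using a rabbit anti-monomethyl-H3K9 antibody with streptavidin donor and anti-IgG acceptor beads. Final levels are 20 nM enzyme, 500 nM peptide, 20 uM SAM; 2 h RT.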
BLM inh: blocks DNA unwinding by human BLM helicase. P54132. recombinant BLM DNA unwinding, fluorescence dequenching. Potency, µM (titrated, usually from 56.1 µM), for the others: at the top dose activity change, negative = inhibition, actives largely listed as inhibitors. hit rate 0.2% among 350,000;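 note: plate controls were vehicle for no effect and no enzyme for full effect; nearly all actives have a fitted effect of over 35% in size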
Apoferritin bind: candidate novel general anesthetic via apoferritin binding; P02791; hit rate 0.074% among 350,000; Potency, µM (series often up to 77.5 µM), inactives show at the highest dose activity change, negative = displacement, hits mostly inhibitors; apoferritin/1-aminoanthracene competitive binding, fluorescence; note: % is set by controls: 0 for no effect and ±100 for the full control effect; nearly all actives have a fitted effect of over 20% in size
Target sequence (P02791 2-175 limits assumed): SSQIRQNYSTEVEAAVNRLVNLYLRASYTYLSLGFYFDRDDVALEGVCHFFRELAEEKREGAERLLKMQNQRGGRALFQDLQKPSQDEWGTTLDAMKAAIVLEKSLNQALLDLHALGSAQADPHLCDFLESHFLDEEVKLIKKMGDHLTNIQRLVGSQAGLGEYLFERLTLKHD
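In PBS, apoferritin at 10 uM is loaded with 1-AMA from a 50% saturated solution. After 10 min of compound exposure at ambient temperature, reduced 535 nm fluorescence indicates probe displacement.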
An asterisk follows results filed as active; ? = inconclusive; . = no result given; [ ] = another dose, or the depositor's remark. Calls come from the whole dose curve; as a rule, active = well fitted curve in the direction sought with a large enough effect; inconclusive = small, poorly fitted or top-dose-only effect, or another doubt; inactive = no such curve, though single readings can be large; an effect the other way counts as inactive or inconclusive. Potency is the fitted concentration of half-maximal effect. This is a subset (hit frequency here may not be typical).

structure | POLB inh | BAZ2B inh | APE1 inh | POLH inh | Pol iota inh | POLK inh | G9a inh | BLM inh | Apoferritin bind
CCOCCCNC(=O)c1ccc(Cn2c(=O)c3cccn3c3cccnc32)cc1 | ? | 0% | . | -14% | 7% | -11% | 5%[59 µM] | 1% | 3%
O=[N+]([O-])c1cc(CN(CCO)CCO)ccc1O | 50µM* | ? | -3% | ? | 25µM* | ? | ? | -6% | -7%
CCOc1ccc2c(c1)c(=O)c(S(=O)(=O)c1ccc(F)cc1)cn2CC(=O)Nc1ccccc1C | 3% | -10% | . | ? | 35%[activator] | -10% | 4%[59 µM] | -2% | -19%
CCN(CC)c1ccc2cc(-c3nc4ccccc4n3C)c(=O)oc2c1 | 19% | 22% | -1% | -11% | 14% | -5% | -6% | -2% | 161%[activator]
O=C(O)c1cc(S(=O)(=O)Nc2ccc3cn[nH]c3c2)ccc1Br | . | -5% | -19% | 50µM* | ? | -39% | ? | . | .
CCOC(=O)c1c(S(=O)(=O)N2CCC(C(=O)N3CCN(c4ccccc4F)CC3)CC2)c(C)n(C)c1C | -7% | ? | . | -14% | 9% | -4%[60.1 µM] | 9%[59 µM] | 1% | -13%
CCc1cc(C(=O)N(CCCOC)c2c(N)n(Cc3ccccc3)c(=O)[nH]c2=O)sc1C | . | 7% | 21% | -15% | 33%[activator] | -2% | 13µM* | . | .
COc1ccc(NC(=O)CCN2C(=O)/C(=C/c3ccc4c(c3)OCO4)SC2=S)cc1 | 23% | 5% | -3% | -12% | -11% | 4% | 7%[12.7 µM] | 0% | -6%
CCOc1ccc(CCNC(=O)c2cc3c(s2)-c2c(C)cccc2OC3)cc1 | 2% | 7% | . | -13% | 12% | 1% | 0%[59 µM] | -2% | 38%[activator]
O=C(O)CCCc1nc2ccccc2s1 | 19% | 7% | 10% | -6% | -10% | 2% | -11%[59 µM] | -1% | -8%
COc1ccc(CNC(=O)CN(C(=O)c2ccc(CN3CCOCC3)o2)C2CCCC2)cc1 | -11% | -3% | 0% | -8% | 17% | -3% | 3.5µM* | 0% | -3%
CC(C)(C)c1ccc(S(=O)(=O)N2CCN(c3ccccn3)CC2)cc1 | -27% | -13%[57.1 µM] | 44% | -13% | -8% | 6% | 18% | 3% | -7%
CCOc1ccc(-c2ncncc2-c2ccc(OC)c(OC)c2)c(O)c1 | 0% | ? | -6% | -20% | 47%[activator] | -8% | -2%[0.501 µM] | -7% | -13%
CCCNC(=O)C(Cc1cccc(C#N)c1)NC(=O)c1ccc(C#N)cc1 (stereo unspecified) | . | 2% | 6% | 0% | -22% | 1% | -5%[2.33 µM] | . | .
CC1=C(C(=O)OCC2CCCO2)C(c2coc3ccc(C)cc3c2=O)C2=C(CCCC2=O)N1 (stereo unspecified) | -4% | 7% | 14% | -17% | 111%[activator] | 2% | 8% | 1% | -8%
Fc1cc(F)cc(NC(=S)NN2CCOCC2)c1 | -13% | -35% | 0% | -17% | 30%[activator] | -4% | -3% | -4% | -1%
O=C(c1ccco1)N1CCN(C(=O)C2CC2)CC1 | 39% | -4% | -2% | -15% | -2% | -14% | ? | 8% | 3%
C/C(=N\NC(=O)Cc1cccn1C)c1cccc2ccccc12 | 15% | ? | 4% | 4% | ? | -5% | ? | -1% | -12%
COc1ccccc1NC(=O)Nc1nc(CC(=O)Nc2ccccc2F)cs1 | . | -25% | 3% | -26% | -12% | -16% | ? | . | .
CN(CC(=O)Nc1ccccc1C(F)(F)F)C(=O)C1CCN(S(=O)(=O)c2ccc3c(c2)OCCO3)CC1 | . | -4% | 3% | -24% | 35%[activator] | -9% | ? | . | .
Cc1ccc(NC(=O)CSCc2cc(=O)n3cc(C)sc3n2)cc1 | -17% | -21% | 49%[activator] | -15% | -7% | 11% | 10% | 2% | -5%
COc1ccc(CC(=O)NC(C)CCc2ccccc2)cc1 (stereo unspecified) | 7% | -1% | -8% | 7% | 78%[activator] | -12% | 28% | -2% | -4%
COc1ccc(Cl)cc1Nc1nc2ccc(C)cc2n2cnnc12 | 28% | 4% | -5% | 2% | -10% | -4% | 11% | -3% | -8%
CCOC(=O)N1CCC(NS(=O)(=O)c2cc(C(=O)OC)n(C)c2)CC1 | 24% | -2% | 4% | -15% | -5% | -9% | . | 1% | -10%
CC(Oc1ccccc1)C(=O)Nc1ccccc1F (stereo unspecified) | -1% | -4% | 4% | -6% | 25% | -10% | 30%[59 µM] | -5% | -19%

The list goes on:
structure | POLB inh | BAZ2B inh | APE1 inh | POLH inh | Pol iota inh | POLK inh | G9a inh | BLM inh | Apoferritin bind
COc1ccc(Cl)cc1C(=O)Nn1cnnc1 | 23% | 6% | 17% | -18% | 28% | -13% | 19% | 0% | 0%
Nc1c(-c2ccc(Cl)cc2)cnc2c(-c3ccc(F)cc3)cnn12 | 40% | -1% | -8% | -11% | -16% | 0% | 8%[12.7 µM] | -2% | 39%[activator]
Cn1c(=O)c2c(nc(Br)n2CCSc2nnnn2-c2ccccc2)n(C)c1=O | -7% | -3% | -1% | -10% | 11% | -4% | -32% | -3% | -2%
Cc1cc(NC(=O)c2cc(-c3cccc(Cl)c3)on2)n(-c2ccccc2)n1 | 8% | 4% | . | -5% | 14% | -16% | -22%[59 µM] | -13% | -6%
O=C(Oc1cccc([N+](=O)[O-])c1)c1ccc2c(=O)n3c(nc2c1)CCC3 | . | 50µM* | -43% | 28µM* | 40µM* | ? | 7%[12.7 µM] | . | .
O=C(NNc1cc(N2CCOCC2)nc(N2CCOCC2)n1)C12CC3CC(CC(C3)C1)C2 | -19% | -4% | 1% | -15% | 24% | -6% | ? | -3% | -4%
CCOC(=O)C1=C(CS(=O)(=O)c2ccccc2)NC(=O)NC1c1cccc(OC)c1 (stereo unspecified) | -23% | . | -3% | -13% | -13% | -1% | ? | 4% | -8%
COCc1[nH]nc2c1C(c1ccc(OC)c(OC)c1)C(C#N)=C(N)O2 (stereo unspecified) | 24% | 12% | 11% | -6% | ? | -5% | -13% | -2% | -9%
C/C(=N/NC(=O)c1ccncc1)c1ccc(NC(=O)c2ccccc2)cc1 | 0% | -24% | 10% | 3% | 2% | 1% | ? | -8% | 0%
COc1ccc(F)cc1S(=O)(=O)Nc1ccncc1 | 8% | 3% | -8% | -12% | -3% | 14% | . | -4% | -6%
CC(=O)NC(C(=O)NCC(N)=O)C(C)C (stereo unspecified) | ? | -21% | -6% | -7% | 1% | -2% | -1%[12.7 µM] | -5% | -2%
Cn1c(=O)c2c(nc(OCc3ccccc3)n2C)n(C)c1=O | 25% | -5% | -2% | -21% | 22% | -2% | ? | -3% | 0%
O=[N+]([O-])c1ccc(COn2nnc3ccccc32)cc1 | 66% | . | -1% | -11% | 30% | 6% | -5% | 0% | -10%
CCOc1ccc(CCNC(=O)C2CCCN(C(=O)N(C)C)C2)cc1OCC (stereo unspecified) | -11% | 0% | 6% | -11% | 2% | -3% | 15%[59 µM] | 1% | 6%
CN1CCc2c(sc(NC(=O)c3cc4cc([N+](=O)[O-])ccc4s3)c2C(N)=O)C1 | 22µM* | ? | -3% | . | . | . | 25µM* | 28µM* | -13%
O=C(CN1C(=O)CSc2ccccc21)Nc1ccccc1C(=O)N1CCOCC1 | 29% | -1% | 10% | 6% | 2% | -16% | -12%[59 µM] | -2% | -8%
S=C(NCc1ccccc1)NN1CCOCC1 | -28% | -28% | ? | -6% | -12% | 4% | -9%[59 µM] | -9% | -6%
COCCN(C(=O)CNC(=O)c1ccco1)C(C(=O)NC1CCCC1)c1cccs1 (stereo unspecified) | 12% | -1% | 4% | 16% | 4% | -2% | 14%[59 µM] | -1% | -3%
Cc1ccc(C(=O)COC(=O)COc2ccc(C)c(C)c2)cc1 | 1% | 56%[activator] | -22% | -5% | 20% | -1% | -12%[0.501 µM] | -7% | ?
CC(NC(=O)C(=O)N1CCOCC1)C(c1cccs1)N1CCN(c2ccc(F)cc2)CC1 (stereo unspecified) | 28% | 1% | 83%[activator] | -12% | 27% | 11% | -42% | 0% | -9%
CN(C)CCCNCC(=O)NN(c1ccccc1)c1ccccc1 | 5% | 32µM* | 7% | -19% | 36%[activator] | -8% | -131%[59 µM] | 0% | 3%
CSc1cccc(NC(=S)N2CCC(N(C)C3CCCCCC3)CC2)c1 | 11% | -21% | -1% | -13% | 44%[activator] | -1% | ? | -6% | -8%
COc1ccccc1N1CCN(C(=O)CN(Cc2ccccc2)S(C)(=O)=O)CC1 | -2% | 3% | -2% | -1% | 2% | -5% | -4%[12.7 µM] | -1% | -10%
O=C(/C=C/c1ccc2c(c1)OCO2)NCCS(=O)(=O)N1CCN(c2ccc(F)cc2)CC1 | . | 4% | 17% | -5% | -16% | -7% | -12%[2.33 µM] | . | .
CCc1cc2c(cc3c(=O)n(CC(=O)NCc4cc(Br)ccc4OC)ncn32)s1 | 15% | 30% | . | -13% | 29% | 3% | 25%[59 µM] | -2% | 3%
CCOC(=O)N1CCN(c2c(-c3ccc(C)cc3)c(=O)c2=O)CC1 | -10% | -4% | 4% | 4% | 19% | -7% | -13%[59 µM] | 4% | -5%
CCOc1ccc(N(CC(=O)N2CCCC2)S(=O)(=O)c2ccc(F)cc2)cc1 | 51% | -13% | -1% | -17% | -5% | -12% | . | -3% | -3%
O=C(/C=C\c1ccc2c(c1)OCO2)Nc1nnc(SCC(=O)OCc2ccccc2)s1 | -17% | -1% | 2% | . | . | . | 11%[59 µM] | -3% | -6%

Random excerpt: 5 records from the list, in no set order.
structure | POLB inh | BAZ2B inh | APE1 inh | POLH inh | Pol iota inh | POLK inh | G9a inh | BLM inh | Apoferritin bind
O=C(/C=C/c1ccc2c(c1)OCO2)NCCS(=O)(=O)N1CCN(c2ccc(F)cc2)CC1 | . | 4% | 17% | -5% | -16% | -7% | -12%[2.33 µM] | . | .
CCOC(=O)N1CCN(c2c(-c3ccc(C)cc3)c(=O)c2=O)CC1 | -10% | -4% | 4% | 4% | 19% | -7% | -13%[59 µM] | 4% | -5%
O=C(CN1C(=O)CSc2ccccc21)Nc1ccccc1C(=O)N1CCOCC1 | 29% | -1% | 10% | 6% | 2% | -16% | -12%[59 µM] | -2% | -8%
CCOc1ccc(CCNC(=O)C2CCCN(C(=O)N(C)C)C2)cc1OCC (stereo unspecified) | -11% | 0% | 6% | -11% | 2% | -3% | 15%[59 µM] | 1% | 6%
Cn1c(=O)c2c(nc(OCc3ccccc3)n2C)n(C)c1=O | 25% | -5% | -2% | -21% | 22% | -2% | ? | -3% | 0%
